# INS promoter inh – inhibitors of insulin promoter-driven GFP, primary screen, imaging, TRM-6 cells (human fetal islet line), eGFP reporter, cell count | inhibition, % at 2 µM | reporter expression induced with tamoxifen | hit rate 0.9% among 130,000;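 active = inhibition above the mean plus 3 SD, with well images judged a real hit on visual review, cut at about 60% in these data, passing the limit was not always enough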
# sdo1 growth – growth rescue of sdo1-depleted yeast, primary screen, S. cerevisiae, bone marrow failure model; z-score at 10 µM; hit rate 0.21% among 140,000; AID 817, 2007; S. cerevisiae sdo1-depleted JHY4D growth rescue, OD600 30 h; stronger effect = higher value; pdr5 snq2 efflux-pump mutant strain;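 active = z-score above 3 at both the 24 hr and the 30 hr optical density reads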;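 also: z-score against mean and SD of all compound wells on the same plate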
# sdo1 growth Rescue 24 h – second read-out of sdo1 growth, no call of its own (marks repeat the call); z-score; S. cerevisiae sdo1-depleted JHY4D growth rescue, OD600; measured here: growth rescue at 24 h;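 0 is the plate mean of compound wells and units are plate SD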
# * marks the source's active call; other numbers are inactive results; · = not tested or not shown. Rows were taken by chance. Share with any hit: about 0.92%.
INS promoter inh	sdo1 growth	sdo1 growth Rescue 24 h	SMILES
21	·	·	CCOc1ccc(/C(CCC(=O)O)=N/NC(=S)NC(C)C)cc1
0	0.84	1.1	Cc1ccc(N)cc1-n1c(C)ccc1C
36	·	·	Cc1ccc(O)c(NC(=O)c2noc(C(C)C)c2[N+](=O)[O-])c1
·	-1.1	-1.2	Clc1ccccc1C1CC(c2ccccc2)Nc2ncnn21 (configuration not stated)
3	-2.1	-1.1	Cc1ccc(OCC(=O)N2N=C(C(F)(F)F)CC2(O)C(C)(C)C)cc1C (configuration not stated)
31	-0.23	-1.6	N#C/C(=C/c1ccccc1[N+](=O)[O-])c1nnc2n1CCCCC2
-78	-0.71	-0.03	COc1ccccc1Nc1nnc(SCC(=O)NC(=O)Nc2ccc3c(c2)OCCO3)s1
-59	0.05	0.97	CCOc1ccc2nc(/N=C/c3nc(-c4ccc(Br)cc4)oc3O)sc2c1
-69	0.47	1.8	Cc1ccc2c(c1)CCCN2C(=O)Nc1ccc2c(c1)OCO2
-45	-0.6	-0.56	CCCCNC(=O)c1c(N)n(/N=C/c2ccccn2)c2nc3ccccc3nc12

# Three entries already listed, sorted by SMILES length, low to high.
INS promoter inh	sdo1 growth	sdo1 growth Rescue 24 h	SMILES
-69	0.47	1.8	Cc1ccc2c(c1)CCCN2C(=O)Nc1ccc2c(c1)OCO2
31	-0.23	-1.6	N#C/C(=C/c1ccccc1[N+](=O)[O-])c1nnc2n1CCCCC2
-45	-0.6	-0.56	CCCCNC(=O)c1c(N)n(/N=C/c2ccccn2)c2nc3ccccc3nc12

# (cont.)
INS promoter inh	sdo1 growth	sdo1 growth Rescue 24 h	SMILES
-50	0.05	0.14	CCn1c(NC(=O)c2nn(C)cc2Br)nc2ccccc21
-25	-1.9	-1.4	COc1ccc(N2CCC(CNC(=S)Nc3cccc(OC)c3)C2)cc1 (configuration not stated)
-48	0.4	0.05	CCOC(=O)/C=C1\SCC(=O)N1CC(=O)NC(c1ccccc1)c1ccccc1
10	0.53	0.03	CCOCCn1c(N2CCN(c3ccc(OC)cc3)CC2)nc2c1c(=O)n(C)c(=O)n2C
45	·	·	COc1ccc(-c2cc(C(=O)OCC(=O)NC(C)(C)C)c3ccccc3n2)cc1
28	1.1	0.87	CCn1c(SCC(=O)NC2CCCc3ccccc32)nnc1-c1cccs1 (configuration not stated)
-118	·	·	Cn1c(CC(=O)Nc2ccc(Cl)c(Cl)c2)n[nH]c1=S
17	0.06	-0.32	COc1ccccc1N1CCN(c2nc3ccccn3c(=O)c2C=O)CC1
49	-1	-0.09	O=C(Sc1nnc(-c2ccccc2)o1)N1c2ccccc2Sc2ccccc21
-37	-0.9	-0.89	COC(=O)c1cccc(CSc2nc3ccccc3[nH]2)c1
·	1.1	-0.74	O=C(CSc1nnc2ccc3ccccc3n12)N1CCOCC1
·	-1.6	-0.89	CCOc1ccccc1-n1nnnc1SCc1nc2ccccc2s1
-24	·	·	O=C(O)Cc1sc(-c2cccnc2)nc1-c1ccc(Br)cc1
·	0.92	1.1	CCN(CC)c1ccc(NC(=O)Cn2cc3c(n2)CCC(C)C3)c(C)c1 (configuration not stated)
-32	-0.56	0.27	COc1ccc(-c2nn(-c3ccccc3)cc2/C=C/C(=O)OCC(=O)Nc2cccc(C#N)c2)cc1
·	1.4	1.4	CC(C)[C@H](NC(=O)c1ccccc1)C(=O)OCC(=O)N1CCCCCC1
6	0.49	0.69	COC(=O)c1cn(NC(=O)c2cccc(F)c2)c(=O)c2ccccc12
-11	0.16	-0.04	O=C(O)/C=C/C(=O)NC1CCS(=O)(=O)C1 (configuration not stated)
-22	·	·	Cc1cccc(N(CC(=O)N2CCN(C)CC2)S(=O)(=O)c2ccccc2)c1
10	0.91	1.4	Cc1ccccc1NC1=C(Cl)C(=O)OC1NC(=O)c1ccccc1 (configuration not stated)
-231	-0.88	-0.97	COc1cc(S(=O)(=O)N(Cc2cccs2)C2CC2)ccc1-n1cnnn1
·	0.86	1.1	CCOC(=O)/C(=N\Nc1cc(C(F)(F)F)ccc1Cl)N(CC)CC
-100	·	·	COc1cccc2cc(-c3n[nH]c(=S)n3C)oc12
0	0.89	0.28	COc1ccc(C2CC(=O)C=C(NCCC(C)C)C2)cc1 (configuration not stated)
0	1.5	1.6	COc1ccc(CCNC(=O)CCNS(=O)(=O)c2cccc3nsnc23)cc1OC
39	-0.7	-0.85	COc1ccc(Br)cc1C(=O)Nc1ccc(NC(=O)c2ccco2)cc1
-29	2.3	2.9	Cc1cccc2cc(CN(Cc3ccc4c(c3)OCO4)Cc3nnnn3C3CCCC3)c(=O)[nH]c12
8	·	·	O=C(CSc1ccc(-c2ccccn2)nn1)NCc1ccccc1
·	1	1.8	Cc1nn(-c2ccccc2)c(Cl)c1C(=O)NCc1cccs1
10	0.45	0.57	Cc1ccc(/C=N/n2c(-c3cccnc3)n[nH]c2=S)s1
24	0.1	0.73	O=C(CSc1nccn1-c1ccccc1)c1ccc(Cl)cc1
36	0.54	-0.09	Cc1cccc(NC(=O)C2C3C=CC(C4CC34)C2C(=O)O)c1 (configuration not stated)
31	0.09	-0.31	N#CCCN/N=C(\Cc1nc2ccccc2[nH]1)c1ccccc1
0	·	·	CCn1c(C)[n+](CC)c2ccc(S(=O)(=O)NC)cc21
31	1	1	CCn1ccc(C(=O)NC2=NCCS2)n1
9	1.4	2.5	CCC(Sc1ncccc1C(=O)O)C(=O)N1CCCC1 (configuration not stated)
-43	-1.3	-1.1	CCOC(=O)c1ccc(NC(=O)CCC2COc3ccccc3O2)cc1 (configuration not stated)
·	0.39	-0.42	C=C(C)Cn1c(SCCCO)nc2c1c(=O)[nH]c(=O)n2C
-27	-0.63	-0.52	Cc1ccc(C2CC(c3ccccc3)=NN2C(=O)CSc2nnc(-c3ccc(Cl)cc3)o2)o1 (configuration not stated)
·	0.13	-0.64	CC(=O)NN1C(=O)/C(=C\c2ccccc2)SC1=S
32	-0.44	-0.8	N#CC1=C(N)Oc2n[nH]c(-c3cccs3)c2C1c1cccs1 (configuration not stated)
3	0.2	0.07	CCCCCCc1ccc(OCC(=O)OC)cc1OCC(=O)OC
·	-1.3	-0.6	Cn1c(CCCOc2ccc(Cl)cc2Cl)nnc1SCC(=O)Nc1cccc(F)c1
5	1.1	0.33	CCOc1ccc(C(=O)Nc2ccc(N3CCN(C)CC3)cc2)cc1Br
-22	-0.26	-0.51	COc1ccc(/C=N/N2CCN(c3ccccc3OC)CC2)cc1OC
34	0.19	-1.2	COc1ccc(C2C(C(=O)N3CCN(c4ccccc4)CC3)c3ccccc3C(=O)N2C)cc1OC (configuration not stated)
50	·	·	CC(C)Nc1nc(NC(C)C)nc(N(C#N)C(C)C(=O)N(C)C)n1 (configuration not stated)
·	5.8*	4*	Cc1cc2c(c(=O)n1Cc1cccnc1)C(c1ccccc1)C(C#N)=C(N)O2 (configuration not stated)
-12	-1	-1	COc1ccccc1OCc1nc(-c2ccc([N+](=O)[O-])cc2)no1
·	1.2	1	CCOC(=O)c1c(-c2ccc(OC)cc2)csc1NC(=O)CSc1ncnc2sccc12

# An excerpt from above in order of molecular weight, ascending.
INS promoter inh	sdo1 growth	sdo1 growth Rescue 24 h	SMILES
31	1	1	CCn1ccc(C(=O)NC2=NCCS2)n1
0	·	·	CCn1c(C)[n+](CC)c2ccc(S(=O)(=O)NC)cc21
9	1.4	2.5	CCC(Sc1ncccc1C(=O)O)C(=O)N1CCCC1 (configuration not stated)
36	0.54	-0.09	Cc1cccc(NC(=O)C2C3C=CC(C4CC34)C2C(=O)O)c1 (configuration not stated)
10	0.45	0.57	Cc1ccc(/C=N/n2c(-c3cccnc3)n[nH]c2=S)s1
31	0.09	-0.31	N#CCCN/N=C(\Cc1nc2ccccc2[nH]1)c1ccccc1
·	0.39	-0.42	C=C(C)Cn1c(SCCCO)nc2c1c(=O)[nH]c(=O)n2C
32	-0.44	-0.8	N#CC1=C(N)Oc2n[nH]c(-c3cccs3)c2C1c1cccs1 (configuration not stated)
-12	-1	-1	COc1ccccc1OCc1nc(-c2ccc([N+](=O)[O-])cc2)no1
24	0.1	0.73	O=C(CSc1nccn1-c1ccccc1)c1ccc(Cl)cc1
·	1	1.8	Cc1nn(-c2ccccc2)c(Cl)c1C(=O)NCc1cccs1
50	·	·	CC(C)Nc1nc(NC(C)C)nc(N(C#N)C(C)C(=O)N(C)C)n1 (configuration not stated)
3	0.2	0.07	CCCCCCc1ccc(OCC(=O)OC)cc1OCC(=O)OC
-22	-0.26	-0.51	COc1ccc(/C=N/N2CCN(c3ccccc3OC)CC2)cc1OC
·	5.8*	4*	Cc1cc2c(c(=O)n1Cc1cccnc1)C(c1ccccc1)C(C#N)=C(N)O2 (configuration not stated)
5	1.1	0.33	CCOc1ccc(C(=O)Nc2ccc(N3CCN(C)CC3)cc2)cc1Br
·	-1.3	-0.6	Cn1c(CCCOc2ccc(Cl)cc2Cl)nnc1SCC(=O)Nc1cccc(F)c1
-27	-0.63	-0.52	Cc1ccc(C2CC(c3ccccc3)=NN2C(=O)CSc2nnc(-c3ccc(Cl)cc3)o2)o1 (configuration not stated)
·	1.2	1	CCOC(=O)c1c(-c2ccc(OC)cc2)csc1NC(=O)CSc1ncnc2sccc12

# Going on with the list.
INS promoter inh	sdo1 growth	sdo1 growth Rescue 24 h	SMILES
-55	0.92	0.8	Cc1cc(C)c(C(N)=O)c(Nc2cccc3ccccc23)n1
-23	-0.64	-0.68	C=CCn1cc(-c2cccc(Cl)c2)cc(C#N)c1=O
-107	·	·	O=C(CSc1cn(CC(=O)N2CCCCC2)c2ccccc12)NCC1CCCO1 (configuration not stated)
-49	1.8	1.1	N#CC1=C(N)Oc2n[nH]c(-c3cccs3)c2C1c1ccco1 (configuration not stated)
-89	-0.99	0.33	CCCN(CCC)S(=O)(=O)c1ccc(C(=O)OCCN2C(=O)c3cccc4c(N5CCOCC5)ccc(c34)C2=O)cc1
-25	·	·	O=C(NCc1cccnc1)c1ccc(N2CCOCC2)c([N+](=O)[O-])c1
·	-0.97	-0.89	CCOC(=O)CNC(=O)c1nn(-c2cccc(OC)c2)c(=O)c2ccccc12
-11	-0.15	-0.32	Oc1cccc(C=NCc2ccccc2)c1
·	-1	-0.17	Cc1cccc(N2CCN(C(=O)c3cc4n(n3)C(C(F)(F)F)CC(c3ccco3)N4)CC2)c1C (configuration not stated)
24	0.58	-0.59	COC(=O)C1=C(C)Nc2c(c(=O)n(C)c(=O)n2C)C1c1ccncc1 (configuration not stated)
-359	-0.46	-0.75	O=C(CSc1nnc(-c2ccccc2Cl)o1)Oc1ccc(Br)cc1
34	0.72	0.04	O=C(OCCN1CCCC1=O)c1cncc(Br)c1
-100	-0.32	0.02	CN1C(=O)CC(C(=O)Nc2ccc(F)cc2)SC1=Nc1ccc2c(c1)OCO2 (configuration not stated)
-7	-0.11	0.37	Cc1ccnc(NC(=S)NC(=O)c2cccs2)c1
·	0.67	0.07	O=C(c1ccccc1)c1c[nH]c(C(=O)NCCCn2ccnc2)c1
-14	-1.6	-1	Cc1cc(=O)oc2cc(OCC3CC(c4ccc(Br)cc4)=NO3)ccc12 (configuration not stated)
·	0.19	0.27	COC(=O)N/N=C/c1ccc(-c2ccc(C)c(Cl)c2)o1
23	·	·	CC(OC(=O)c1cccnc1Cl)C(=O)Nc1ccc(S(N)(=O)=O)cc1 (configuration not stated)
·	0.01	0.52	Cc1ccc(C)c(NC(=O)c2ccc(OC(=O)c3ccco3)cc2)c1
10	-0.25	0.35	CN(CC(=O)Nc1ccccc1Br)Cc1nc2ccccc2c(=O)[nH]1
·	1.9	1.7	COCCn1cnnc1SCC(=O)c1ccc(S(=O)(=O)N2CCCC2)cc1
19	-0.82	-0.46	Cc1ccc(SCC(=O)NCCC2=CCCCC2)cc1
38	0.93	-0.09	CCCOc1ccc(Cn2c(O)cc(=O)[nH]c2=O)cc1
15	1	0.97	O=C1CC(c2ccccc2)Cc2nc3nc(C(F)(F)F)nn3cc21 (configuration not stated)
·	-0.73	-0.32	Cn1c(=O)oc2cc(S(=O)(=O)N3CCN(c4cccc(Cl)c4)CC3)ccc21
17	·	·	COc1cc(C(=O)OCC(C)=O)c([N+](=O)[O-])cc1OC
27	1.3	1.1	CCc1ccc(Nc2cc(C)nc3nc(C)nn23)cc1
0	0.89	1.2	CCOC(=O)C1=C(C)C(c2ccccc2O)NC(=O)N1 (configuration not stated)
·	0.18	0.29	C=CCOC(=O)C1=C(C)NC(SCC(=O)NC(=O)OCC)=C(C#N)C1c1cccnc1 (configuration not stated)
12	-0.25	0.17	CCCCCCCCC(=O)NCCOc1ccc(OC)cc1
-11	-2.3	-1.6	O=C(CCl)Oc1ccc2occ(C(=O)c3cccs3)c2c1
-16	0.61	0.63	CCOc1cc(CNCc2ccccn2)ccc1OCC(=O)NC1CCCCC1
-35	0.89	0.31	Cc1cc(C(=O)COC(=O)c2n[nH]c3ccccc23)c(C)n1C
-306	-0.26	-0.34	O=C(NCC(O)CO)c1ccc2[nH]c3ccccc3c2c1 (configuration not stated)
-12	1.8	0.83	COC(=O)c1cc(NC(=O)CC2SCCNC2=O)cc(C(=O)OC)c1 (configuration not stated)
·	-0.23	0.81	Cc1ccc2nc(-c3ccc(NC(=O)COC(=O)c4ccc(Br)o4)cc3)sc2c1
-15	-1.9	-0.94	OCCCNc1nc(-c2ccc(Cl)cc2)nnc1-c1ccc(Br)cc1
24	0.44	-0.1	COc1ccc(C2C=C(c3ccccc3)Nc3nc(CCCO)nn32)cc1 (configuration not stated)
-13	·	·	CCOC(=O)/C(=C\C=C\N1CCOCC1)C(C)=O
·	-0.23	-0.18	CC(=O)c1ccc(NC(=O)C(C)OC(=O)c2ccc3c(c2)nc(C)n3-c2ccccc2)cc1 (configuration not stated)
25	0.59	0.01	O=C(COc1ccc(-n2cnnn2)cc1)N1CCN(c2ccc(F)cc2)CC1
-14	0.9	0.77	CCCC(=O)Nc1nc(C(=O)OCC)cs1
-19	0.28	-0.7	COCCCNC(=O)C1CC(=O)N(C2CCCC2)C1 (configuration not stated)

# Assay outcomes deposited in PubChem by several laboratories.
